# Source: PubChem
# PRMT1 inh: PRMT1 methyltransferase inhibitors, primary screen, biochemical, fluorescence polarization. Protein arginine N-methyltransferase 1 (Homo sapiens), Q99873. recombinant PRMT1, activity-based probe fluorescence polarization. inhibition, % at 2.79 µM. hit rate 1.3% among 370,000. AID 652257, 2013;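 active = inhibition above about 21% made by adding two undisclosed values, limit read from the data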
# Target sequence (Q99873 whole entry, looked up): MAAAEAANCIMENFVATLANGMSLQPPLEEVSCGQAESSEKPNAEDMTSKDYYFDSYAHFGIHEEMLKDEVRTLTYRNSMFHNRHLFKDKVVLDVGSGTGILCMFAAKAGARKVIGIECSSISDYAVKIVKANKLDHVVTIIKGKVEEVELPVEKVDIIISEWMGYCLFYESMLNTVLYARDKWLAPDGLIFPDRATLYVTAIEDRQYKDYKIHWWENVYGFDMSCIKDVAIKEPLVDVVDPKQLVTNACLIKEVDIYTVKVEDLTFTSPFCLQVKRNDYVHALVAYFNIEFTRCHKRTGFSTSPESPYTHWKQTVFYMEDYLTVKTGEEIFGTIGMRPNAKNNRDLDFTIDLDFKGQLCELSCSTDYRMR
# PG9 binder: binders of HIV-1 gp120 antibody PG9, primary screen, biochemical, TR-FRET | inhibition, % at 6.7 µM | HIV-1 gp120 / PG9 antibody interaction | AID 624416, 2012 | hit rate 0.43% among 360,000 | TR-FRET gp120-PG9 antibody binding; in the data active = inhibition above about 8.5%
# Tn7 DDE FP: inhibitors of Tn7 peptide binding to fibrin DD(E), primary screen, biochemical, fluorescence polarization, human fibrin, Tn7 probe; FP displacement of FITC-Tn7 peptide from fibrin DD(E); 0% = median of compound wells per plate; inhibition, % at 8.3 µM; hit rate 0.13% among 370,000; Fibrinogen beta chain (Homo sapiens), P02675; AID 720508, 2013;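 active = inhibition above the mean of compounds falling within the control limits plus 3 SD of them, cut at about 14% in these data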;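 note: 0% = plate median of compound wells and 100% = 10 µM Aha-Tn7 peptide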
#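 Assay system: Human fibrin DD(E) protein | Medium: Tris buffer with calcium and detergent, pH 7.8 | Reagent: 0.1 µM fluorescent Tn7 | Compound dosing: Single point at 8.3 µM | Times: 10 min preincubation, 3 h with tracer, room temperature | Detection: Fluorescence polarization of the labelled Tn7 tracer | Controls: Aha-Tn7 high control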
# TDP2 absorb: human TDP2 enzyme inhibitors, primary screen, biochemical, epi absorbance, recombinant enzyme; Tyrosyl-DNA phosphodiesterase 2 (Homo sapiens), O95551; T5PNP hydrolysis, p-nitrophenol absorbance 415 nm; inhibition, % at 12.8 µM; hit rate 0.34% among 370,000;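 active = inhibition above the mean of all tested compounds plus 3 SD, set per campaign, cut at about 25% in these data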;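 note: 0% = DMSO with enzyme and 100% = buffer with substrate but no TDP2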
#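 Read-out basis: percent inhibition. System: recombinant human TDP2. Buffer or medium: Mg2+-containing Tris-HCl buffer, pH 7.5. Repeats: single replicate. Timing: reaction 2 h, 37 °C. Benchmarks: high control without enzyme, low control DMSO plus TDP2. Probe or stimulus: 5 mM T5PNP. Doses: 12.8 µM only. Measured by: epi absorbance of p-nitrophenol freed from T5PNP by hydrolysis.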
# LEDGF integ inh: blockers of LEDGF/p75-dependent integrase strand transfer – biochemical, TR-FRET, high throughput, primary screen; inhibition, % at 3.7 µM; hit rate 0.64% among 370,000; HIV-1 integrase (with human LEDGF/p75); TR-FRET IN-LEDGF/p75 DNA integration, Eu/Cy5;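 active = inhibition above the screen-wide mean plus 3 SD, cut at about 13% in these data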;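 note: signal is the Cy5 over europium emission ratio at 671 and 618 nm; 0% = plate median of compound wells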
# HTRA1 inhibitor: HTRA1 serine protease inhibitors, primary screen, biochemical, fluorescence polarization, HTS | hit rate 0.5% among 340,000 | recombinant HTRA1, FP-rhodamine activity-based probe | inhibition, % at 5.96 µM; in the data active = inhibition above about 36%;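 note: 0% = enzyme with DMSO and 100% = wells lacking enzyme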
# mABHD4 FP: ABHD4 inhibitors, primary screen, biochemical, fluorescence polarization, mouse; inhibition, % at 8.92 µM; AID 720543, 2013; hit rate 0.54% among 370,000; (Lyso)-N-acylphosphatidylethanolamine lipase (Mus musculus), Q8VD66; purified mABHD4, FP-Rh probe fluorescence polarization;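 active = inhibition exceeding the mean over every tested compound plus 3 SD, cut at about 30% in these data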;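 note: 0% = plate median of compound wells and 100% = S159A mutant with DMSO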
# Target sequence (Q8VD66 whole entry, looked up): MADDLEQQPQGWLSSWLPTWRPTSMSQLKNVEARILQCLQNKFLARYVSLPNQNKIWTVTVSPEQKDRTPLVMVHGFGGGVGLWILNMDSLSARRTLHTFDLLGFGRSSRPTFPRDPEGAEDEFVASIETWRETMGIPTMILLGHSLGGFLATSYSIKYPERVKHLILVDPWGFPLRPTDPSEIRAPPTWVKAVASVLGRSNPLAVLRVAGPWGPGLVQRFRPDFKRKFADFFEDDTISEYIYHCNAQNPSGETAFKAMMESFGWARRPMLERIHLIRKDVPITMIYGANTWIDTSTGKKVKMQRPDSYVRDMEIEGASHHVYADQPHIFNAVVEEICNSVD
#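 Assay system: wild-type mouse ABHD4 protein; compound: single nominal dose of 8.92 µM, 0.89% DMSO final; schedule: 45 min + 60 min at 25 °C; measured by: FP readout, ex 525 nm / em 598 nm; evaluation: % inhibition of FP-Rh probe binding versus controls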
# SIAE primary: human SIAE inhibitors, primary screen, biochemical, fluorescence polarization, FP-Rh probe, 1536-well HTS; hit rate 0.69% among 370,000; SIAE FP-Rh probe binding; Sialate O-acetylesterase (Homo sapiens), Q9HAT2; inhibition, % at 9.66 µM;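 active = inhibition above a cutoff: mean of compounds within the control limits plus 3 SD of those, cut at about 17% in these data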;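 note: 0% = plate median of compound wells and 100% = probe without SIAE protein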
# TCR CD3 inh: inhibitors of human TCR-CD3 interaction, primary screen, biochemical, fluorescence, TAMRA-labeled TCR probe | T-cell receptor (TCR) | inhibition, % at 9.4 µM | hit rate 0.37% among 360,000 | AID 651800, 2012; in the data active = inhibition above about 19%;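 note: recombinant mutant TCR 2C K166C tagged with TAMRA read by polarization; 0% = receptor in buffer alone and 100% = receptor with positive control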
# UHRF1 MBD2 ctr: UHRF1 methylated DNA binding inhibitors, primary screen, counter-screen for MBD2 inhibitor project, biochemical, TR-FRET, human UHRF1, single concentration; AID 687016, 2013; hit rate 0.75% among 370,000; inhibition, % at 4.4 µM; UHRF1 binding to methylated oligo; E3 ubiquitin-protein ligase UHRF1 (Homo sapiens), Q96T88; in the data active = inhibition above about 21%;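 note: UHRF1 SRA domain binding a hemimethylated CpG hairpin DNA probe; 0% = median of test compound wells and 100% = reference inhibitor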
# * hit, by the source's call; . = not tested or not shown.
SMILES,PRMT1 inh,PG9 binder,Tn7 DDE FP,TDP2 absorb,LEDGF integ inh,HTRA1 inhibitor,mABHD4 FP,SIAE primary,TCR CD3 inh,UHRF1 MBD2 ctr
Cc1c(N=Cc2cccs2)c(=O)n(-c2ccccc2)n1C,-3,0.1,7,6,5,-4,-3,5,4,-5
CSCC(NS(=O)(=O)c1ccc(C)cc1)C(=O)O (centres undefined),5,-0.2,-2,-2,-2,7,8,-3,2,1
Cc1nnc(Sc2nc3ccccc3o2)c2ccccc12,0,-1.1,-2,6,-4,-10,0,-3,2,-3
O=C(C1CCC(CNS(=O)(=O)c2cccs2)CC1)N1CCN(c2ccc(F)cc2)CC1 (centres undefined),4,-0.4,6,4,1,-4,-7,-1,-2,0
O=S(=O)(NCC(c1ccco1)N1CCN(c2ccccc2)CC1)c1ccc(F)cc1 (centres undefined),-4,-1.9,-5,10,-2,-2,-3,11,2,-3
COCc1cc(C(C)=O)ccc1OCC(=O)Nc1ccc(NC(C)=O)cc1,-1,-0.9,-1,-10,0,-4,-12,-7,3,-2
O=S(=O)(c1ccc(C2CCCCC2)cc1)N1CCCC1,-2,-0.8,12,0,0,-9,4,4,3,-2
O=C(CSc1nncs1)Nc1nccs1,2,-0.2,-4,0,3,-2,3,-1,5,1
CCc1ccc2[nH]c(C(=O)Nc3ccc(C)c(F)c3)cc2c1,17,0.2,-8,-22,0,-32,-25,-5,-7,7
CC(OC(=O)CCN1C(=O)C2CC=CCC2C1=O)C(=O)Nc1cccc(C#N)c1 (centres undefined),-5,-0.5,-3,6,2,1,3,9,-7,-1
C=CCNC(=O)N1CCC(c2nc3ccc(Cl)cc3[nH]2)CC1,-5,.,-7,-11,5,.,1,2,.,1
S=C(Nc1ccccc1Br)OCCN1CCCC12CCC(c1ccccc1)CC2 (centres undefined),35*,.,-11,7,1,.,5,-4,.,-3
Cc1ccc(S(=O)(=O)N2CCC(C(N)=O)CC2)c(C)c1C,2,-1.2,-4,3,1,2,-3,0,2,0
c1ccc2c(-n3cnnn3)cccc2c1,1,-0.8,-9,-7,1,1,2,-1,1,-1
O=C(Nc1cccc(Cl)c1)c1csc([C@@H]2O[C@H](CO)[C@H](O)[C@H](O)[C@H]2O)n1,-1,1.3,7,4,-2,.,0,3,4,-1
O=C(Nc1ccc(N2CCCC2=O)cc1)c1cncc(Br)c1,2,1.1,-9,5,1,2,7,1,-7,2
CC(C)[C@@H]1Cc2[nH][nH]c(=O)c2[C@H](C)O1,0,0.4,4,8,-4,.,1,6,-7,-3
O=C(CSc1ncccn1)Nc1cc(Cl)ccc1[N+](=O)[O-],-1,1.5,-1,4,2,1,-1,-1,-1,-2
Cc1cc2[nH]c(=O)c(=O)[nH]c2cc1S(=O)(=O)N(C)C1CCCCC1,-5,0.1,-15,-2,0,-9,0,-2,-3,3
COC(=O)[C@@H]1C[C@H]2CC[C@H](O)C[C@H]2N1Cc1ccc(C)s1,0,0.7,2,7,-1,-11,4,1,-4,0
COc1cc(C)c(Br)cc1S(=O)(=O)NCc1cccs1,1,-1.7,4,0,-2,-7,-4,6,-7,-2
O=C(NCCc1c[nH]c2ccccc12)OCc1cn(Cc2ccccc2F)nn1,-2,.,4,-7,-3,.,1,4,.,5
C=CC[C@H](CC(=O)NCCO)C(=O)NC[C@@H](OC(=O)[C@@H](CC=C)CC(=O)OC(C)(C)C)c1ccccc1,1,0.8,6,-3,0,-2,0,-1,7,-2
COc1ccccc1N1C[C@@H]2C[C@@H](c3ccco3)N3CCC[C@@]23C1=O,-6,2.2,-1,10,1,15,5,1,-11,0
CSCCC(NC(=O)c1ccccc1)C(=O)N1CCN(C(c2ccccc2)c2ccccc2)CC1 (centres undefined),1,0.1,4,2,2,-12,-1,-4,9,1
COCc1nnc(NC(=O)c2cccs2)s1,-1,-0.6,2,0,-1,7,-5,-7,3,-2
CCc1nc2ccc(C(=O)N(CC)CCN(C)C)cn2c1N(CC)C(=O)NCCc1ccccc1,3,-1.1,0,-1,2,.,1,1,-7,2
CN1C(=O)C(C)(C)c2cc(S(=O)(=O)N3CCCC(C(=O)Nc4ccc(Cl)cc4)C3)ccc21 (centres undefined),0,0.0,2,4,2,-19,-8,-7,5,21
O=C(C[n+]1cn(C(F)F)c2ccccc21)c1ccc(Br)cc1,4,0.6,-1,-15,-3,0,0,-3,-3,1
CC1(C)CC(=O)CC(C2(O)C(=O)N(Cc3ccccc3)c3ccccc32)O1 (centres undefined),-1,-1.3,-4,8,-2,4,0,2,-4,1

# 4 entries out of the list above, sorted by the number in mABHD4 FP, high to low.
SMILES	mABHD4 FP
CCc1nc2ccc(C(=O)N(CC)CCN(C)C)cn2c1N(CC)C(=O)NCCc1ccccc1	1
CC1(C)CC(=O)CC(C2(O)C(=O)N(Cc3ccccc3)c3ccccc32)O1 (centres undefined)	0
COc1cc(C)c(Br)cc1S(=O)(=O)NCc1cccs1	-4
COCc1nnc(NC(=O)c2cccs2)s1	-5

# PRMT1 inh, hit marks shown above.
structure,PRMT1 inh,PG9 binder,Tn7 DDE FP,TDP2 absorb,LEDGF integ inh,HTRA1 inhibitor,mABHD4 FP,SIAE primary,TCR CD3 inh
S=C(Nc1ccccc1Br)OCCN1CCCC12CCC(c1ccccc1)CC2 (centres undefined),35*,.,-11,7,1,.,5,-4,.

# Profiles from above.
# CC(OC(=O)CCN1C(=O)C2CC=CCC2C1=O)C(=O)Nc1cccc(C#N)c1 (centres undefined) reads PRMT1 inh: -5; PG9 binder: -0.5; Tn7 DDE FP: -3; TDP2 absorb: 6; LEDGF integ inh: 2; HTRA1 inhibitor: 1; mABHD4 FP: 3; SIAE primary: 9; TCR CD3 inh: -7; UHRF1 MBD2 ctr: -1
# Cc1c(N=Cc2cccs2)c(=O)n(-c2ccccc2)n1C reads PRMT1 inh: -3; PG9 binder: 0.1; Tn7 DDE FP: 7; TDP2 absorb: 6; LEDGF integ inh: 5; HTRA1 inhibitor: -4; mABHD4 FP: -3; SIAE primary: 5; TCR CD3 inh: 4; UHRF1 MBD2 ctr: -5

# Continuation:
SMILES,PRMT1 inh,PG9 binder,Tn7 DDE FP,TDP2 absorb,LEDGF integ inh,HTRA1 inhibitor,mABHD4 FP,SIAE primary,TCR CD3 inh,UHRF1 MBD2 ctr
COCCN1Cc2cccc(C(=O)Nc3cccc(C)c3C)c2C1=O,2,-0.4,-6,8,-2,-1,-4,4,8,-1
O=C(CSc1ccccc1)Nc1ccc2c(c1)C(=O)NC2=O,4,-0.6,-2,1,-4,1,2,0,-6,2
CCCCOCCCNC(=O)C[C@H]1C[C@@]2(C(=O)OC)C(=C[C@H](COCc3ccccc3)O[C@@H]2C)N(Cc2ccco2)C1=O,-1,.,-4,3,1,.,-1,6,.,-3
O=c1oc2ccccc2cc1-c1ccc(O)cc1,3,-1.4,-5,-8,1,-2,-6,-5,9,-2
Cc1ccc(C(=O)NC(=S)Nc2ccc(-c3cc4ccccc4oc3=O)cc2)c(C)c1,1,0.4,6,-7,-4,-8,-3,-7,-5,0
Cc1ccccc1OCC(=O)N/N=C1\CCOc2c(C)cccc21,-2,-1.7,-4,3,1,-4,4,-5,0,4
CC(C)(C)OC(=O)C[C@H]1C/C=C\C[C@@H](CC(=O)N(CCO)Cc2ccccc2)C(=O)N2CCC[C@@H]2COC1=O,-1,-0.2,0,-19,1,1,-2,-12,-8,2
Cc1nnc(NC(=O)CSc2ccc3nnc(-c4ccccn4)n3n2)s1,0,-1.3,5,-5,-1,4,8,-1,-3,1
CCCCc1c(Cc2cccc(F)c2)ncn1CCc1ccccc1OC,-9,1.7,-7,-3,10,.,19,9,3,21*
Cc1cc(C)c2c(N)c(C(=O)N/N=C/c3ccccc3)sc2n1,-2,-3.1,-8,8,1,14,5,5,-11,2
O=C(CCc1ccccc1)Nc1nc2nc(-c3ccccc3)cc(=O)n2[nH]1,-2,1.3,0,3,2,-12,-11,0,11,4
CC1CCCN(c2nc3c(c(=O)[nH]c(=O)n3C)n2Cc2ccccc2Cl)C1 (centres undefined),2,1.2,-2,3,-7,0,-4,8,4,2
CCN(CC)C(=O)CSc1nc(N)c(-c2ccccc2)c(=O)[nH]1,-4,-0.4,6,2,-5,2,0,4,5,0
COc1ccc2c(c1)Cc1sc(NC(=O)c3ccco3)nc1-2,13,-2.9,2,64*,38*,-12,5,-5,-2,-5
O=C(c1cn(-c2ccccc2)nc1-c1cccnc1)N1CCN(S(=O)(=O)c2cccc(F)c2)CC1,4,-0.7,-3,2,-2,10,-3,4,-10,2
O=C(C1CCCCN1S(=O)(=O)c1ccccc1[N+](=O)[O-])N1CCCC1 (centres undefined),-2,0.2,9,3,2,-23,-3,1,8,-3
Cc1cc(OCc2cccc(S(=O)(=O)N3CCOCC3)c2)ccc1Cl,1,0.1,2,1,3,-16,-4,-7,4,15
CN/C=C1\C(=O)C(C)(C)Oc2ccc3ccc(=O)oc3c21,-1,0.3,2,1,-2,-1,7,3,-9,1
